High-throughput results as filed in PubChem.
TNAP act hi DEA: increases human TNAP activity under high phosphate acceptor concentration | activation factor at 20 µM | 200,000 tested, under 10 active | P05186 | purified TNAP, CDP-star luminescence, 1 M DEA, 30 min; stronger effect = higher value; 0 = EDTA background, 1 = DMSO-only activity | AID 1136;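 active = activation factor at least 2 at 20 µM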
Target sequence (P05186 whole entry, looked up): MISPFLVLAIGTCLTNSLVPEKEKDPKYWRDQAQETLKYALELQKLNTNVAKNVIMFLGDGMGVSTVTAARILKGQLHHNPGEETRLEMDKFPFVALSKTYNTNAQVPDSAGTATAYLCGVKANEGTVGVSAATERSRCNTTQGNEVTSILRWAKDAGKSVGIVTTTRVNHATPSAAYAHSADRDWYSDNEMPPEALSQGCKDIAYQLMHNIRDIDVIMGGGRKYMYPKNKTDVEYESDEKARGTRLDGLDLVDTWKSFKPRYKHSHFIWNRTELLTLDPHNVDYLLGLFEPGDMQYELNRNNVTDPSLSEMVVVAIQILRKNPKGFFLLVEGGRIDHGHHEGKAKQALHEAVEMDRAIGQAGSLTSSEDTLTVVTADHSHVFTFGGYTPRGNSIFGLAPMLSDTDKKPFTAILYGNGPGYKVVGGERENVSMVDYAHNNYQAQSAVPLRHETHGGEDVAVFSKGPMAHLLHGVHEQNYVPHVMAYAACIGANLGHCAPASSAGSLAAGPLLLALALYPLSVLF
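Dosing: 20 µM single point. System: human TNAP. Amount: TNAP 1/800 final. Incubation: 30 min, room temperature. Read-out: TNAP activation factor scaled between EDTA and DMSO control wells. Signal: luminescence from CDP-star hydrolysis. Medium: 1 M DEA, pH 9.8, Mg2+, Zn2+. Control set: EDTA negative control, DMSO positive control.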
FLuc inhib CS: counter-screen for luciferase assay inhibitors: firefly luciferase inhibition; ATPLite firefly luciferase biochemical luminescence, 10 min; inhibition, % at 10 µM; 1.5% of 200,000 active;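 active = inhibition above about 50% when tested at 10 µM, limit read from the data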
Target sequence (P08659 whole entry, looked up): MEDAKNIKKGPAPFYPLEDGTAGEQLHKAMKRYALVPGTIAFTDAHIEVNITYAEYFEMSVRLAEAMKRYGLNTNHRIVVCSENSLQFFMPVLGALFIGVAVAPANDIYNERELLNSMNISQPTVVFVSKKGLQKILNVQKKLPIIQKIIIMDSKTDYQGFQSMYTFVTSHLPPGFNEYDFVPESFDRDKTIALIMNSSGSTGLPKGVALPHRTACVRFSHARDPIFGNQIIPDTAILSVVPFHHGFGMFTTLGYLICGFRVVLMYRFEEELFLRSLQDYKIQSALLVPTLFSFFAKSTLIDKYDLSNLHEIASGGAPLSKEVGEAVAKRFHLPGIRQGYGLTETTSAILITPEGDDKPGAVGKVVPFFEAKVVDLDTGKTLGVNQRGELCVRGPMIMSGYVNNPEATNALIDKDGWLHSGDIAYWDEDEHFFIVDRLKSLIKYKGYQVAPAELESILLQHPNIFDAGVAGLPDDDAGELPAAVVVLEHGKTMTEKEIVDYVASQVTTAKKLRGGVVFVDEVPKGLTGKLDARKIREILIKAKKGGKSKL
RAM inhibit: yeast RAM network inhibition; S. cerevisiae dse1pr::URA3 reporter, 5-FOA growth OD615, 2 d; analog-sensitive cbk1-as2 kinase mutant strain; inhibition, % at 50 µM; 1.8% of 190,000 active; AID 868;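 active = inhibition above a set limit, 3 SD over mean compound inhibition, cut at about 8.4% in these data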;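 note: 0% = DMSO-only wells with no growth and 100% = 10 µM 1-NA-PP1 full growth; inhibition rescues growth on 5-FOA so higher OD means more RAM inhibition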
TNAP inh noacc: TNAP (human) inhibition, acceptor-free conditions | AID 1012 | 0.26% of 200,000 active | P05186 | inhibition, % at 20 µM | purified TNAP, CDP-star luminescence, 30 min;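 active = tissue-nonspecific alkaline phosphatase inhibition above about 50% at 20 µM in the single-dose screen, limit read from the data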;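 note: 0% = DMSO negative control and 100% = EDTA positive control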
APP 5UTR inh: APP translation inhibition. SH-SY5Y APP 5'UTR-luciferase reporter, luminescence. inhibition, % at 2 µM. 0.82% of 190,000 active;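 active = inhibition above a set limit, derived from the sample mean plus 3 SD, cut at about 45% in these data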; note: values of inactives mirror those of a sister screen read the other way
bIAP inh: intestinal alkaline phosphatase (bovine) inhibition | inhibition, % at 20 µM | 190,000 tested, under 10 active | purified bovine IAP, CDP-star luminescence, 30 min;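 active = over 50% inhibition of intestinal alkaline phosphatase at 20 µM in the single-dose screen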
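Incubation: 30 min reaction at room temperature / Material: purified bovine intestinal alkaline phosphatase (IAP) enzyme / Input: enzyme at 1/65,000,000 dilution / Dosing: 20 µM single dose / Signal: CDP-star luminescence signal / Reagent: CDP-star chemiluminescent phosphatase substrate, 30 µM final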
L major viab: inhibitors of Leishmania major promastigote growth; Leishmania major promastigotes, resazurin fluorescence viability; AID 1063; inhibition, % at 10 µM; 9% of 200,000 active; in the data active = inhibition above about 50%;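 note: promastigotes grown with compound for 44 hours at 28 °C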
bIAP act: intestinal alkaline phosphatase (bovine) activation | purified bovine IAP, CDP-star luminescence, 30 min; stronger effect = higher value; fold of DMSO-control signal, blank-subtracted | activation factor at 20 µM | 0.17% of 200,000 active;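 active = activation factor of 2 or more at 20 µM, a signal rise over negative controls twice the positive control's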
FLuc stim CS: affects firefly luciferase, flagging false hits in luciferase stimulation screens; AID 1027; activation factor at 10 µM; 200,000 tested, under 10 active; ATPlite luciferase biochemical, luminescence, 10 min; 0 = ATP-free wells, 1 = DMSO control;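 active = luciferase activation factor, scaled between plate controls, of at least 2 with compound at 10 µM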
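System: cell-free luciferase reagent; medium: PBS as buffer for the ATP substrate; doses: test compounds dosed from 2 mM stocks in 100% DMSO; incubation: 10 min, room temperature; measured by: luminescence from luciferase reaction; read-out: luciferase activation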
TNAP inh hi DEA: TNAP (human) inhibition, high acceptor; P05186; purified TNAP, CDP-star luminescence, 1 M DEA; inhibition, % at 20 µM; 0.03% of 200,000 active; AID 1135;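 active = over 50% inhibition of tissue-nonspecific alkaline phosphatase at 20 µM in the single-dose screen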;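 note: plate controls were DMSO wells for no effect and EDTA-quenched wells as full inhibition for full effect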
* hit, by the source's call; . = not tested or not shown.

The line under a structure holds: TNAP act hi DEA, FLuc inhib CS, RAM inhibit, TNAP inh noacc, APP 5UTR inh, bIAP inh, L major viab, bIAP act, FLuc stim CS, TNAP inh hi DEA
> CC(=O)NC(C)C(=O)OCC(=O)Nc1ccc(Br)cc1 (stereo not given)
    1, 3, -0.3, -5, 12, -7, 3, 1.1, 1, -2
> COC(=O)[C@H](C)NC(=O)NC(C)CCc1ccccc1 (stereo not given in full)
    1, -6, -0.1, 4, -1, 8, 7, 0.9, 1.1, 1
> CCOC(=O)C1CCN(C(=O)c2c(-c3c(F)cccc3Cl)noc2C)CC1
    1, 2, -0.3, -2, -15, 2, -1, 1, 1, 0
> NC(=O)[C@@H]1CCCNc2c(I)cc([N+](=O)[O-])cc2C(=O)N[C@@H](CO)C(=O)N[C@@H](Cc2ccc(O)cc2)C(=O)N1
    1, -5, 0.9, -11, -7, 41, -4, 0.6, 1, -2
> Cc1nn(C)cc1CNC(=O)c1cccc(Br)c1
    1, -2, 0.6, -10, -42, 8, -6, 0.9, 1, -1
> O=C1C2C3c4ccccc4C(c4ccccc43)C2C(=O)N1c1nc(-c2ccccc2)cs1 (stereo not given)
    1.1, -13, 2.8, 7, 18, 2, -3, 1, 1.1, -7
> CCn1c(-c2nn(-c3ccccc3)ccc2=O)n[nH]c1=S
    1, -7, 2.2, 19, 10, 37, -6, 0.6, 1.1, -3
> CC(CN1CCCCC1)OC(=O)c1ccc(Cl)cc1Cl (stereo not given)
    1.1, -5, 1.1, -14, 2, 4, 0, 1, 1.1, -8
> Brc1ccccc1-c1csnn1
    1, -1, 1.4, -11, 12, 12, -6, 0.9, 1, 1
> Cc1c(NC(=O)C(C)c2ccc(CC(C)C)cc2)c(=O)n(-c2ccccc2)n1C (stereo not given)
    1.1, -6, 1.7, -14, 9, 0, -3, 1, 1.1, -6

Remaining list, next part
The line under a structure holds: TNAP act hi DEA, FLuc inhib CS, RAM inhibit, TNAP inh noacc, APP 5UTR inh, bIAP inh, L major viab, bIAP act, FLuc stim CS, TNAP inh hi DEA
> COc1ccc(-c2nc(CN3CCCCC3CCc3ccccn3)c(C)o2)cc1 (stereo not given)
    1.1, -3, 0.8, -12, 2, -6, 5, 1.1, 1, -7
> COc1cccc(C(=O)OC(C)CN2CCCC2)c1 (stereo not given)
    1.1, -10, 0.9, -12, 0, 3, -10, 1, 1.1, -11
> COc1ccc(CCC(=O)NCCCNC(=O)CCc2ccc(OC)cc2)cc1
    1.1, -4, -1.1, -11, 19, 10, 44, 0.9, 1, -6
> O=C(NNC(=O)C1CCN(S(=O)(=O)c2ccc(Cl)cc2)CC1)c1ccc(Cl)cc1
    1, -6, 2.8, -8, 12, 3, 46, 1, 1.1, 2
> COc1cc(OC)cc(C(=O)N[C@H](C(=O)OCC(=O)Nc2ccc(C(C)C)cc2)C(C)C)c1
    1, -1, 8.5*, -18, 1, 2, -3, 1, 1, -2
> O=c1[nH]c(=S)[nH]c2[nH]c(=S)[nH]c12
    1, 12, 1.1, -22, -17, 19, 7, 0.8, 0.9, -1
> Cc1cc(OCc2ccc(F)cc2)nc(-c2ccccc2O)n1
    1.1, -7, 4.0, -8, -7, 25, -6, 0.7, 1.1, -6
> COc1ccccc1CNC(=O)c1ccc(S(=O)(=O)N(C)C)cc1
    1, -5, 6.3, -7, -4, 10, -2, 0.9, 1, 1
> Cc1cc(NC(=O)CSc2ccc3nnc(CCNS(=O)(=O)c4ccccc4)n3n2)no1
    1, 0, -0.1, -13, 6, 2, -7, 1, 1, -1
> O=C1C2CCCN2C(c2ccccc2F)N1c1ccc(Cl)cc1 (stereo not given)
    1.1, -9, 1.3, -2, -18, -2, 1, 1, 1.1, -6

(list continues)
The line under a structure holds: TNAP act hi DEA, FLuc inhib CS, RAM inhibit, TNAP inh noacc, APP 5UTR inh, bIAP inh, L major viab, bIAP act, FLuc stim CS, TNAP inh hi DEA
> CC(=O)Nc1ccc(OCC[n+]2cccc(C(N)=O)c2)cc1
    1, -7, 0.2, 0, 1, 0, -6, 1, 1.1, -3
> O=c1[nH]c(Cc2ccccn2)nc2scc(-c3ccc(Cl)cc3)c12
    1, -3, 0.2, 4, -3, -18, 3, 1.2, 1, 1
> CCOc1ncccc1C(=O)OCc1cn2cc(Cl)ccc2n1
    1, -4, -0.1, -6, 1, 0, 19, 1, 1, -3
> O=S(=O)(O/N=C1\CCCc2ccccc21)c1ccc(Cl)cc1
    1.1, -6, -0.8, -8, ., 9, -3, 0.9, 1.1, -5
> CC(NS(=O)(=O)c1ccc(Cl)cc1)C(=O)NCc1ccco1 (stereo not given)
    1, -3, -0.1, -16, -2, 5, -5, 0.9, 1, -2
> CCOC(=O)c1c(NC(=O)Cc2cccs2)sc(C(=O)NC2CCCC2)c1C
    1, -5, 3.4, -8, -6, 10, -6, 0.9, 1.1, -4
> COc1ccc(NC(=O)c2ccc3c(c2)C(=O)N(Cc2cccnc2)C3=O)c(OC)c1
    1.1, -7, 5.2, -10, -11, 13, -9, 0.9, 1.1, -5
> CN1C(=O)CC(n2c(CO)nc3ccccc32)C1=O (stereo not given)
    1.1, -1, 3.0, -15, 9, 7, -4, 0.9, 1, -7
> CS(=O)(=O)N(CCc1ccccc1)CC(=O)NCc1ccco1
    1, -2, ., -12, 9, 18, 6, 0.8, 1, -4
> O=C1OCC/C1=C\c1ccccc1O
    1, -5, 1.3, -6, 14, 18, -4, 0.8, 1.1, -2

(more compounds)
The line under a structure holds: TNAP act hi DEA, FLuc inhib CS, RAM inhibit, TNAP inh noacc, APP 5UTR inh, bIAP inh, L major viab, bIAP act, FLuc stim CS, TNAP inh hi DEA
> CCCC(=O)Nc1ccc(C(=O)NCCCn2ccnc2)cc1
    1, -7, 7.0, -13, -8, 14, -5, 0.9, 1.1, -3
> CCN(CC)CCNC(=O)c1cccc(NC(=O)C(=O)c2cc(Br)ccc2NC(C)=O)c1
    1.1, -9, 1.5, -3, 16, -7, -3, 1.1, 1.1, -6
> C[C@@]12CC(=O)NC1N(C(=O)c1cccc(C(F)(F)F)c1)C(c1ccccc1OC(=O)c1cccc(C(F)(F)F)c1)C2 (stereo not given in full)
    1, 1, 1.8, -6, -1, 1, 20, 1, 1, 2
> CN(C(=O)COC(=O)c1ccc([N+](=O)[O-])cc1)c1ccccc1
    1, -3, 0.7, -11, 14, 6, -14, 0.9, 1, -5
> CC(=O)Oc1ccccc1-c1nc(C)nc(N(C)C(C)=O)n1
    1, -4, -0.6, -10, -27, 6, 2, 0.9, 1, -4
> CCc1cccc(NC2c3ccccc3C(=O)N2c2ccc(C)cn2)c1 (stereo not given)
    1, -2, 0.2, -7, -14, 1, 14, 1, 1, -1
> CC1Cc2ccccc2N1C(=O)CSc1nc(-c2ccco2)cc(C(F)(F)F)n1 (stereo not given)
    1, -2, 4.6, -6, 11, 4, -1, 1, 1, 0
> O=S(=O)(c1cccc2cccnc12)N(CCO)CCO
    1.1, -11, 1.2, 14, -9, -1, -2, 1, 1.1, -5
> Cc1ccn2c(C(=O)CSc3ccc(Cl)cc3Cl)c(C)nc2c1
    1, -1, 0.5, -10, -4, 1, -4, 1, 1, -1
> COc1ccccc1NC(=O)N(C1CCCC1)C1CCN(C(C)=O)CC1
    1, -4, 2.0, -13, -5, 2, -1, 1, 1, 0

(more compounds)
The line under a structure holds: TNAP act hi DEA, FLuc inhib CS, RAM inhibit, TNAP inh noacc, APP 5UTR inh, bIAP inh, L major viab, bIAP act, FLuc stim CS, TNAP inh hi DEA
> CCSCc1nnc(SCC(=O)Nc2ccc(F)cc2)n1CC
    1, 4, 2.7, -4, 5, -12, 4, 1.1, 1, 0
> Cc1ccccc1-c1nnc(SCc2ccccc2)o1
    1, 6, 0.4, -11, -44, 19, -3, 0.8, 0.9, -1
> O=C(CN1C(=O)NC2(CCOc3ccccc32)C1=O)Nc1ccc2c(c1)OCCO2 (stereo not given)
    1.1, -9, 3.5, -15, 5, 12, -7, 0.9, 1.1, -10
> Cc1nc(OCc2ccccc2)c2sc3nc4c(cc3c2n1)COC(C)(C)C4
    1.1, 0, 2.4, -9, -32, 2, 12, 1, 1, -7
> COC(=O)c1ccccc1NC(=O)CN(C)S(=O)(=O)c1ccc(OC)cc1
    1, -2, 6.6, -6, 38, 15, -6, 0.8, 1, 0
> CC(C)(C)n1nnnc1C(c1ccc2ncccc2c1)N1CCC(O)CC1 (stereo not given)
    1, -4, 2.0, -8, -24, 12, -3, 0.9, 1, 1
> COc1ccc(-n2nc3c(c2NC(=O)Cc2cccc(C)c2)CS(=O)C3)cc1 (stereo not given)
    1, -5, 0.7, -12, 8, 5, -3, 1, 1.1, -1
> CCOC(=O)N1CCN(C(=O)CSc2nnc(COc3ccccc3)o2)CC1
    1, -6, 2.2, -20, -5, 1, -7, 1, 1.1, 2
> O=C(Nc1ccccc1)/C(=C\c1ccc2c(c1)OCO2)NC(=O)c1ccco1
    1, -8, 6.7, -7, -4, 9, -3, 0.9, 1.1, -5
> CCOC(=O)c1c(CNCCN(CC)CC)n(C)c2cc(Br)c(OC)cc12
    1, -3, 0.8, 2, 15, -10, 100*, 1.1, 1, -4

Ordered by length of the SMILES (smallest number first): some entries from above.
The line under a structure holds: TNAP act hi DEA, FLuc inhib CS, RAM inhibit, TNAP inh noacc, APP 5UTR inh, bIAP inh, L major viab, bIAP act, FLuc stim CS, TNAP inh hi DEA
> CC(C)(C)n1nnnc1C(c1ccc2ncccc2c1)N1CCC(O)CC1 (stereo not given)
    1, -4, 2.0, -8, -24, 12, -3, 0.9, 1, 1
> COc1ccc(-n2nc3c(c2NC(=O)Cc2cccc(C)c2)CS(=O)C3)cc1 (stereo not given)
    1, -5, 0.7, -12, 8, 5, -3, 1, 1.1, -1
> O=C(CN1C(=O)NC2(CCOc3ccccc32)C1=O)Nc1ccc2c(c1)OCCO2 (stereo not given)
    1.1, -9, 3.5, -15, 5, 12, -7, 0.9, 1.1, -10

Next structures:
The line under a structure holds: TNAP act hi DEA, FLuc inhib CS, RAM inhibit, TNAP inh noacc, APP 5UTR inh, bIAP inh, L major viab, bIAP act, FLuc stim CS, TNAP inh hi DEA
> COc1ccc(/C=C/C(=O)Nc2nc(N)n(-c3ccccc3)n2)cc1
    1.1, 8, -0.2, -2, -18, 16, -1, 0.8, 0.9, -7
> CCC(C)NC(=S)N(CCc1ccccc1)Cc1cc2cc(OC)c(OC)cc2[nH]c1=O (stereo not given)
    1, -3, 0.1, -14, 6, ., 33, 0.4, 1, 4
> O=C(Nc1nnc(CCN2CCCCC2)s1)C1CCCCC1
    1, -5, 2.0, -7, 27, 1, -3, 1, 1.1, -2
> CCOC(=O)c1sc(N(C)C)nc1-c1ccccc1
    1, -4, -0.1, -8, 2, 3, 5, 1, 1, -3
> CCOC(=O)c1c(NC(=O)COC(=O)c2cc(OC)c(OC)cc2[N+](=O)[O-])sc(C)c1CC
    1, -8, 6.3, 1, ., 6, 7, 0.9, 1.1, -1
